GPR151 activ = activators of human GPR151; PathHunter beta-arrestin GPR151 cells, luminescence; activation, % at 11.2 µM; 650,000 tested, 1% active; AID 1508602; in the data active = activation above about 4.9%;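 note: 0% = median of compound wells and 100% = cells with positive control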
Target sequence (Q8TDV0 whole entry, looked up): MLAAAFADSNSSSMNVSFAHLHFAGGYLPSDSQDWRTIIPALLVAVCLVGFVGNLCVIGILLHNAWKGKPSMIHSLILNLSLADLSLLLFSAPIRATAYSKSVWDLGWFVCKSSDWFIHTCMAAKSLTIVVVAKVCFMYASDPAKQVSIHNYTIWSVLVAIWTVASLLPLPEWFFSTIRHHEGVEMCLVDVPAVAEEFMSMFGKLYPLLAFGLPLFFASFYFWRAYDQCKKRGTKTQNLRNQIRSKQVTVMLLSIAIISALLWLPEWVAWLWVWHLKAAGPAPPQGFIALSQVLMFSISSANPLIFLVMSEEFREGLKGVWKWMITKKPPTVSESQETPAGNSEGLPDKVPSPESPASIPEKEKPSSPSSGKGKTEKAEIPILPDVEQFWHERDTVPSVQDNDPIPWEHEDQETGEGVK
MITF inh = inhibitors of human MITF | O75030 | AlphaScreen MITF homodimerization, bead proximity signal | inhibition, % at 2.6 µM | AID 1259374 | 650,000 tested, 0.91% active; in the data active = inhibition above about 50%;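 note: 0% = vehicle wells with protein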
FBW7 activator = human FBW7 E3 ligase activation, primary screen; AlphaScreen FBW7–phospho-cyclin E peptide binding, activator screen; normalized activity (activation), % at 26.1 µM; 650,000 tested, 0.13% active; in the data active = normalized activity above about 1.9%;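 note: purified mutant Fbw7 with reduced substrate affinity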
Target sequence (Q969H0 whole entry, looked up): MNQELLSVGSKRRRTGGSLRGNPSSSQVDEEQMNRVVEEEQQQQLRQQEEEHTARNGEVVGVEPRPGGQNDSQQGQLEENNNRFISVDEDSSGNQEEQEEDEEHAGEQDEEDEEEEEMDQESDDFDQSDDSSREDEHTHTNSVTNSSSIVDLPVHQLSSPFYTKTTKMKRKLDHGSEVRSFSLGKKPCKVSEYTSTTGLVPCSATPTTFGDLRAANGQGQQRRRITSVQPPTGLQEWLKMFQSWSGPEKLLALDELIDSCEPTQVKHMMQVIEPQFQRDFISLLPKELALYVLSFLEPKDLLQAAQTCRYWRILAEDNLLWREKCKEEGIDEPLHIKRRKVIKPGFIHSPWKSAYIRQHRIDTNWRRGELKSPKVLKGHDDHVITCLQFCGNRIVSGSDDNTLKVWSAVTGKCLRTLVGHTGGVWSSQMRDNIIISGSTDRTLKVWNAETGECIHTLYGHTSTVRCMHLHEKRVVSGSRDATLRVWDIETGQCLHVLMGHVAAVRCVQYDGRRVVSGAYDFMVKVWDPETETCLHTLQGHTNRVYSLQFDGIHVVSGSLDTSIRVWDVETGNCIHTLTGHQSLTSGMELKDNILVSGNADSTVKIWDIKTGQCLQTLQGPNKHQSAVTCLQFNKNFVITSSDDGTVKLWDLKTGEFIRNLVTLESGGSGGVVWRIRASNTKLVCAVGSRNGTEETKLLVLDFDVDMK
TEAD-YAP block = TEAD-YAP interaction inhibition; 640,000 tested, 1.4% active; HEK-TIYL cells, TEAD-Gal4/YAP UAS-luciferase luminescence; AID 1259422; inhibition, % at 9.12 µM; in the data active = inhibition above about 32%;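 note: 0% = median of test compound wells and 100% = reference inhibitor wells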
Active calls of the source: *.

How did COc1cccc(NC(=O)Cn2cc(C#N)c3ccccc32)c1 do in these assays?
GPR151 activ: 0.2; MITF inh: 4; FBW7 activator: 0.7; TEAD-YAP block: 11

How did CNCCOc1cc(C)cc(C(C)C)c1 do in these assays?
GPR151 activ: 2.1; MITF inh: 15; FBW7 activator: -0.1; TEAD-YAP block: 2

Results for COc1ccc(-c2cc(NCc3nc4ccccc4[nH]3)nc(N)n2)cn1 ?
GPR151 activ: 1.8; MITF inh: 10; FBW7 activator: 0.1; TEAD-YAP block: 8

How did COc1ccc(OC)c2[nH]c(=O)c(CCNC(=O)C3CCCCC3)cc12 do in these assays?
GPR151 activ: 0.6; MITF inh: -12; FBW7 activator: -0.3; TEAD-YAP block: 1

How did COc1ccc(N2CCN(C(=O)c3sc4ncn(CC(=O)Nc5ccc(C)c(Cl)c5)c(=O)c4c3C)CC2)cc1 do in these assays?
GPR151 activ: 1.3; MITF inh: 16; FBW7 activator: 0.2; TEAD-YAP block: 4

Results for O=C1CC(Nc2ccc(N3CCOCC3)cc2)C(=O)N1c1ccccc1F (centres undefined) ?
GPR151 activ: 1.2; MITF inh: 4; FBW7 activator: -0.3; TEAD-YAP block: -9

Results for Cc1ccc(OCc2ccc(C(=O)Nc3cccc([N+](=O)[O-])c3)cc2)cc1 ?
GPR151 activ: -0.5; MITF inh: -9; FBW7 activator: 0.0; TEAD-YAP block: -13

Results for O=C1/C(=C\c2cccc([N+](=O)[O-])c2)N=C2CCCCCN12 ?
GPR151 activ: -2.0; MITF inh: 9; FBW7 activator: 0.1; TEAD-YAP block: -6

How did COc1ccc(CC(=O)NCCc2csc(-c3ccccc3)n2)cc1 do in these assays?
GPR151 activ: 1.6; MITF inh: 8; FBW7 activator: -0.2; TEAD-YAP block: 2

Results for Cc1c(CNC2CCCc3ccccc32)c(C(=O)O)c(C)n1Cc1ccccc1F (centres undefined) ?
GPR151 activ: -0.7; MITF inh: 14; FBW7 activator: 0.8; TEAD-YAP block: 4

Part of the list above in order of molar mass, rising.
How did CNCCOc1cc(C)cc(C(C)C)c1 do in these assays?
GPR151 activ: 2.1; MITF inh: 15; FBW7 activator: -0.1; TEAD-YAP block: 2

Results for O=C1/C(=C\c2cccc([N+](=O)[O-])c2)N=C2CCCCCN12 ?
GPR151 activ: -2.0; MITF inh: 9; FBW7 activator: 0.1; TEAD-YAP block: -6

Results for Cc1c(CNC2CCCc3ccccc32)c(C(=O)O)c(C)n1Cc1ccccc1F (centres undefined) ?
GPR151 activ: -0.7; MITF inh: 14; FBW7 activator: 0.8; TEAD-YAP block: 4

Later entries
What do the screens show for `COc1cccc(/C=N/NC(=O)c2cncc(Br)c2)c1O`?
GPR151 activ: -4.9; MITF inh: 90*; FBW7 activator: 0.4; TEAD-YAP block: 80*

Results for COc1cc(/C=c2/sc3n(c2=O)C(c2c(OC)ccc4ccccc24)C(C(C)=O)=C(C)N=3)cc(Br)c1O (centres undefined) ?
GPR151 activ: 1.2; MITF inh: 17; FBW7 activator: -0.1; TEAD-YAP block: 10

Results for CC(Oc1ccc(Cl)cc1Cl)C(=O)N1CCN(C(=O)c2ccco2)CC1 (centres undefined) ?
GPR151 activ: 0.4; MITF inh: 4; FBW7 activator: 0.0; TEAD-YAP block: 11

Results for CCNC(=S)NNc1ccc([N+](=O)[O-])cc1S(=O)(=O)Nc1ccc(C)cc1C ?
GPR151 activ: -0.8; MITF inh: 25; FBW7 activator: -0.1; TEAD-YAP block: 18

Results for Cc1cc(C)n(-c2ccc(C(=O)OC3CCOC3=O)cc2)n1 (centres undefined) ?
GPR151 activ: -0.2; MITF inh: 7; FBW7 activator: 0.1; TEAD-YAP block: -1

What do the screens show for `CNC(=O)COc1ncnc2ccccc12`?
GPR151 activ: -1.0; MITF inh: 3; FBW7 activator: 0.7; TEAD-YAP block: 14

Results for CCOC(=O)c1c(SCc2ccc(F)cc2)nc(=O)[nH]c1C ?
GPR151 activ: 0.8; MITF inh: 6; FBW7 activator: 0.1; TEAD-YAP block: 9

How did N=C1/C(=C\c2cccn2-c2ccc([N+](=O)[O-])cc2)C(=O)N=C2SC=NN12 do in these assays?
GPR151 activ: -0.4; MITF inh: -3; FBW7 activator: -0.2; TEAD-YAP block: 6

How did CC1CCCCN1CCNC(=O)c1ccc(Cn2c(=S)[nH]c3ccccc3c2=O)cc1 (centres undefined) do in these assays?
GPR151 activ: -0.6; MITF inh: 0; FBW7 activator: -0.1; TEAD-YAP block: 13

How did COc1cc(O)c(C(C)=O)c(O)c1 do in these assays?
GPR151 activ: 0.5; MITF inh: 10; FBW7 activator: -0.1; TEAD-YAP block: -3

Results for COc1ccc([N+](=O)[O-])cc1N(CC(=O)Nc1ccc(Cl)cc1C)S(C)(=O)=O ?
GPR151 activ: 3.0; MITF inh: 1; FBW7 activator: -0.1; TEAD-YAP block: -5

Results for O=C(COc1ccc([N+](=O)[O-])cc1)NN1C(=O)c2ccccc2C1=O ?
GPR151 activ: -0.5; MITF inh: 7; FBW7 activator: 0.6; TEAD-YAP block: -4

Results for N#C/C(=C\c1c[nH]c2ccc(Br)cc12)C(N)=O ?
GPR151 activ: 1.3; MITF inh: 20; FBW7 activator: 1.2; TEAD-YAP block: 16

What do the screens show for `COc1ccc(/C(C)=N\NC(=O)COc2ccc(C)cc2C)cc1OC`?
GPR151 activ: 1.3; MITF inh: 4; FBW7 activator: 0.1; TEAD-YAP block: 4

How did Cc1ccnc(NC(=O)c2ccccc2NC(=O)c2ccccc2)c1 do in these assays?
GPR151 activ: -1.6; MITF inh: -5; FBW7 activator: -0.1; TEAD-YAP block: 6

How did CC1(CN2C(=O)CNC2=O)CC1(Cl)Cl (centres undefined) do in these assays?
GPR151 activ: 0.4; MITF inh: 18; FBW7 activator: 0.0; TEAD-YAP block: 16

How did Cc1ccc(SCCN2C(=O)NC(C)(C)C2=O)cc1 do in these assays?
GPR151 activ: 1.1; MITF inh: 6; FBW7 activator: -0.2; TEAD-YAP block: 3

Results for Nc1ccccc1C(=O)N/N=C1\C2CN3CCN(C2)CC1(c1ccccc1)C3 ?
GPR151 activ: -1.5; MITF inh: -7; FBW7 activator: 0.2; TEAD-YAP block: -58

What do the screens show for `CC1CCN(C(=O)c2nn3c(C(F)(F)F)cc(-c4ccc(Cl)cc4)nc3c2Cl)CC1`?
GPR151 activ: -0.3; MITF inh: 4; FBW7 activator: -0.1; TEAD-YAP block: -1

How did CCc1nc2c(c3c1[nH]c1ccccc13)C(=O)CC(C)(C)C2 do in these assays?
GPR151 activ: 2.4; MITF inh: -7; FBW7 activator: 0.0; TEAD-YAP block: 3

How did O=C(Cn1c(=O)c2ccccc2n2nncc12)Nc1cccc(F)c1 do in these assays?
GPR151 activ: -0.3; MITF inh: -4; FBW7 activator: -0.1; TEAD-YAP block: 7

What do the screens show for `Cc1ccc(-c2nc3ccccc3o2)cc1NC(=O)COc1cccc(C)c1C`?
GPR151 activ: 2.1; MITF inh: -6; FBW7 activator: 0.2; TEAD-YAP block: -11

What do the screens show for `CC(NC(=O)C1CCN(S(=O)(=O)c2cc(Cl)ccc2Cl)CC1)c1ccccc1` (centres undefined)?
GPR151 activ: -0.3; MITF inh: 5; FBW7 activator: 0.3; TEAD-YAP block: -2

Results for COc1cc(/C=N/NC(=O)C(O)c2ccccc2)cc(Br)c1O (centres undefined) ?
GPR151 activ: 0.9; MITF inh: 2; FBW7 activator: 0.6; TEAD-YAP block: -7

What do the screens show for `CCOC(=O)c1ccccc1NC(=O)c1ccc(F)cc1`?
GPR151 activ: 1.3; MITF inh: 2; FBW7 activator: -0.1; TEAD-YAP block: 4

Results for CCCN(CC(=O)Nc1ccc(OCC)cc1)CC(=O)Nc1ccc(F)c(F)c1F ?
GPR151 activ: -2.0; MITF inh: -3; FBW7 activator: 0.0; TEAD-YAP block: 15

Results for COc1ccccc1N1CC(C)Cn2c1nc1c2c(=O)n(CC(C)C)c(=O)n1C (centres undefined) ?
GPR151 activ: 1.2; MITF inh: 6; FBW7 activator: 0.0; TEAD-YAP block: 8

Results for Cc1ccc2c(c1)N(C(=O)CCC(=O)NCCCN(C)Cc1ccccc1)CCO2 ?
GPR151 activ: -1.6; MITF inh: 5; FBW7 activator: 0.0; TEAD-YAP block: 4

How did Cc1ccc(Cl)cc1N1CCN(C(=O)CN2Cc3ccccc3C2=O)CC1 do in these assays?
GPR151 activ: 0.7; MITF inh: -12; FBW7 activator: -0.3; TEAD-YAP block: 5

How did CCC(C)C(=O)Nc1ccc(S(=O)(=O)Nc2nccc(C)n2)cc1 (centres undefined) do in these assays?
GPR151 activ: -0.5; MITF inh: -12; FBW7 activator: -0.1; TEAD-YAP block: -2

What do the screens show for `CCC(C)N(C(=O)c1csnn1)C(C(=O)NC(C)(C)C)c1cccnc1` (centres undefined)?
GPR151 activ: -0.9; MITF inh: -4; FBW7 activator: 0.1; TEAD-YAP block: 3

Results for CCn1c(=NC(=O)CS(=O)(=O)c2ccccc2)sc2cccc(OC)c21 ?
GPR151 activ: -1.2; MITF inh: 0; FBW7 activator: -0.1; TEAD-YAP block: -5

Results for CC1CCN(S(=O)(=O)c2cccc(-c3nnc(-c4cccnc4)o3)c2)CC1 ?
GPR151 activ: -0.9; MITF inh: -11; FBW7 activator: 0.9; TEAD-YAP block: 7

What do the screens show for `CC(C)OCCCNc1ncnc2c1cnn2-c1ccc(F)cc1`?
GPR151 activ: -1.6; MITF inh: 2; FBW7 activator: -0.2; TEAD-YAP block: -42

Results for CC(=O)c1ccc(NC(=O)CN2Cc3ccccc3C2=O)cc1 ?
GPR151 activ: -1.1; MITF inh: 7; FBW7 activator: 0.1; TEAD-YAP block: -23

How did COc1ccc(-c2noc(CC(=O)N3CCc4ccccc43)n2)cc1 do in these assays?
GPR151 activ: 0.6; MITF inh: 7; FBW7 activator: 0.2; TEAD-YAP block: 9

How did CC(C)Cn1c(O)c(NC(=S)N=N)c2ccccc21 do in these assays?
GPR151 activ: 0.5; MITF inh: 8; FBW7 activator: -0.1; TEAD-YAP block: 1

How did COc1c(Cl)ccc(Cl)c1C(=O)Nc1ccccc1Cl do in these assays?
GPR151 activ: 0.6; MITF inh: -9; FBW7 activator: 0.2; TEAD-YAP block: -2

What do the screens show for `CCOC(=O)c1c(NC(=O)/C=C/c2ccc(C)cc2)sc(C(=O)Nc2ccccc2)c1C`?
GPR151 activ: 0.7; MITF inh: 12; FBW7 activator: -0.1; TEAD-YAP block: -15

How did CCC(=O)N1c2ccccc2-c2nnc(SC)nc2OC1c1ccc(C)s1 (centres undefined) do in these assays?
GPR151 activ: 0.0; MITF inh: 1; FBW7 activator: -0.3; TEAD-YAP block: -4

Compounds from the list above that have a cyano group:
How did COc1cccc(NC(=O)Cn2cc(C#N)c3ccccc32)c1 do in these assays?
GPR151 activ: 0.2; MITF inh: 4; FBW7 activator: 0.7; TEAD-YAP block: 11

Results for N#C/C(=C\c1c[nH]c2ccc(Br)cc12)C(N)=O ?
GPR151 activ: 1.3; MITF inh: 20; FBW7 activator: 1.2; TEAD-YAP block: 16

2 neighbouring entries out of the list so far, quoted:
How did Cc1ccc(Cl)cc1N1CCN(C(=O)CN2Cc3ccccc3C2=O)CC1 do in these assays?
GPR151 activ: 0.7; MITF inh: -12; FBW7 activator: -0.3; TEAD-YAP block: 5

How did CCC(C)C(=O)Nc1ccc(S(=O)(=O)Nc2nccc(C)n2)cc1 (centres undefined) do in these assays?
GPR151 activ: -0.5; MITF inh: -12; FBW7 activator: -0.1; TEAD-YAP block: -2

Following part.
Results for Cc1cccc(C2OC3(C(=O)c4ccccc4C3=O)C3C(=O)N(C4CCCCC4)C(=O)C23)c1 (centres undefined) ?
GPR151 activ: -1.5; MITF inh: 5; FBW7 activator: 0.1; TEAD-YAP block: -3

What do the screens show for `Cc1ccc(CC(=O)N2CCc3c(nc(N4CCCC4)[nH]c3=O)C2)cc1`?
GPR151 activ: -1.8; MITF inh: -5; FBW7 activator: 0.0; TEAD-YAP block: 1

Results for O=C1C2C3C=CC(C3)C2C(=O)N1Cc1ccc([N+](=O)[O-])cc1 (centres undefined) ?
GPR151 activ: -0.8; MITF inh: 12; FBW7 activator: 1.0; TEAD-YAP block: 11

What do the screens show for `COc1ccc(C)cc1NC(=O)C1CC1c1ccccc1` (centres undefined)?
GPR151 activ: 0.4; MITF inh: -1; FBW7 activator: 0.3; TEAD-YAP block: -1

How did COc1cc(/C=N/Nc2ncnc3nc[nH]c23)cc(Br)c1O do in these assays?
GPR151 activ: -7.6; MITF inh: 10; FBW7 activator: 0.1; TEAD-YAP block: -6

What do the screens show for `CCOC(=O)c1cccc(NC(=O)CN2CCC(c3nc4ccc(Cl)cc4[nH]3)CC2)c1`?
GPR151 activ: -0.8; MITF inh: -1; FBW7 activator: -0.1; TEAD-YAP block: 2

What do the screens show for `CN(C)CCN(C)Cc1cc([N+](=O)[O-])ccc1O`?
GPR151 activ: -0.2; MITF inh: 7; FBW7 activator: 0.0; TEAD-YAP block: -12

How did COc1ccccc1NC(=O)CSc1nc(O)c(CC(C)C)c(=O)[nH]1 do in these assays?
GPR151 activ: 0.1; MITF inh: 0; FBW7 activator: -0.3; TEAD-YAP block: 7

What do the screens show for `O=C(CSc1nc(O)cc(=O)[nH]1)Nc1cc(Cl)cc(Cl)c1`?
GPR151 activ: -0.6; MITF inh: 13; FBW7 activator: 0.0; TEAD-YAP block: -4

How did CC(C)Sc1ccc(CC(=O)NCC2(CO)CC2)cc1 do in these assays?
GPR151 activ: -0.5; MITF inh: -12; FBW7 activator: 0.1; TEAD-YAP block: -27

Results for Cc1cc(-c2nnc(CCC(=O)N(C)Cc3nc4ccccc4s3)o2)no1 ?
GPR151 activ: 0.7; MITF inh: -5; FBW7 activator: 0.0; TEAD-YAP block: 6

How did CCCc1cc(=O)oc2cc(OCC(=O)OCC)ccc12 do in these assays?
GPR151 activ: -0.4; MITF inh: 0; FBW7 activator: -0.1; TEAD-YAP block: 9
